L major viab: Leishmania major promastigote growth inhibition, primary screen | Leishmania major promastigotes, resazurin fluorescence viability | inhibition, % at 10 µM | 200,000 compounds, 9% hits | AID 1063, 2008; in the data active means inhibition above about 50%;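 further: promastigotes grown with compound for 44 hours at 28 °C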
PMI act: activators of human PMI, primary screen, biochemical, fluorescence intensity, near-Km mannose 6-phosphate. Mannose-6-phosphate isomerase (Homo sapiens), P34949. purified human PMI, coupled resazurin fluorescence, 20 min; active compounds read high; 1 = vehicle control, 0 substrate-free wells. activation factor at 20 µM. 190,000 compounds, 0.005% hits;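 active means activation factor of 2 or more at 20 µM, relative to plate controls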
Target sequence (P34949 whole entry, looked up): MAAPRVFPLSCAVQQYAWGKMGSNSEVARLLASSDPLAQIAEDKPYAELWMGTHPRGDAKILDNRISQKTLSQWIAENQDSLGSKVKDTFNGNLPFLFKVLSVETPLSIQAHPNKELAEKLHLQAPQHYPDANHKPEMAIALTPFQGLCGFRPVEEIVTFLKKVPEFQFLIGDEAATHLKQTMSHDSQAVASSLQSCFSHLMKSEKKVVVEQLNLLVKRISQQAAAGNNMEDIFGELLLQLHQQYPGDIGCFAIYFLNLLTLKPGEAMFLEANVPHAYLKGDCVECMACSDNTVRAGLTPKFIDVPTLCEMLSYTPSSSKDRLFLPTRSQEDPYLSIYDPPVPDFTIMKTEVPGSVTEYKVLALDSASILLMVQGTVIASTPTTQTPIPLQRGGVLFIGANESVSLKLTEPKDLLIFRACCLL
Diaph inh CS: diaphorase inhibitors and chemical oxidizers, primary screen, counter-screen for diaphorase-coupled primary assays, biochemical, uHTS, resorufin fluorescence; diaphorase resazurin-to-resorufin fluorescence, NADH, 16 min; bacterial (C. kluyveri) enzyme, not human; inhibition, % at 20 µM; 190,000 compounds, 0.69% hits; AID 1217, 2008;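 active means primary screen inhibition at 20 µM above a set limit, cut at about 50% in these data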;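 further: plate controls were DMSO with full reaction for no effect and wells lacking NADH for full effect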
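Assay system: diaphorase enzyme from Clostridium kluyveri; Input: enzyme working solution with 0.14 U/mL diaphorase; Timing: 16 min at room temperature; Technique: resorufin fluorescence, excitation 544 nm, emission 590 nm; Benchmarks: positive control minus NADH, DMSO neutral control.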
bIAP activator: bovine intestinal alkaline phosphatase activators, primary screen, biochemical, bovine IAP, CDP-star luminescence. alkaline phosphatase, intestinal [Bos taurus]. purified bovine IAP, 30 min; active compounds read high; fold of DMSO-control signal, blank-subtracted. activation factor at 20 µM. 200,000 compounds, 0.17% hits. AID 1016, 2008;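 active means activation factor of 2 or more at 20 µM, a signal rise over negative controls twice the positive control's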
TNAP act hiacc: TNAP activators at high phosphate acceptor level, primary screen, biochemical, luminescence, uHTS | 200,000 tested, under 10 active | purified TNAP, CDP-star luminescence, 1 M DEA, 30 min; active compounds read high; 0 = EDTA background, 1 = DMSO-only activity | activation factor at 20 µM | AID 1136, 2008;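 active means activation factor at least 2 at 20 µM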
Target sequence (P05186 whole entry, looked up): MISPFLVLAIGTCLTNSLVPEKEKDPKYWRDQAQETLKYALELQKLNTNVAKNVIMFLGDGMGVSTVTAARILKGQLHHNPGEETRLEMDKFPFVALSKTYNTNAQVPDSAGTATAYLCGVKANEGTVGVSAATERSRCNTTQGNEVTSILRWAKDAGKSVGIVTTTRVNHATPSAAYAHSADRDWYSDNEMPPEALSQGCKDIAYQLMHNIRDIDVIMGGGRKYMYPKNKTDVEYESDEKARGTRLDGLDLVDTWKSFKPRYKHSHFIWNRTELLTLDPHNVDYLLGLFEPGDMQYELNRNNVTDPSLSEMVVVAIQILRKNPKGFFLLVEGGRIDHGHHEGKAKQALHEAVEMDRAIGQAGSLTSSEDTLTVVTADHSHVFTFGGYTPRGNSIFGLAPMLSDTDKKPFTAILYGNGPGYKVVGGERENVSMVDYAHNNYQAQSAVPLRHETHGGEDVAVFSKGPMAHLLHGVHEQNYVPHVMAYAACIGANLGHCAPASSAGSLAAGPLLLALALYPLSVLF
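Test system – human TNAP · Doses – 20 µM single point · Incubation – 30 min, room temperature · Signal – luminescent substrate turnover signal · Read-out basis – activation factor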
Diaphorase act: compounds boosting diaphorase resazurin reduction – biochemical, uHTS, resorufin fluorescence, counter-screen for diaphorase-coupled primary assays, primary screen; Diaphorase/resazurin coupled assay, 16 min; active compounds read high; 1 = vehicle wells, 0 = NADH-free wells; activation factor at 20 µM; 190,000 compounds, 0.005% hits;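 active means diaphorase activity raised at least twofold by the compound at 20 µM; inactive means activation factor below 2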
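Material: Clostridium kluyveri diaphorase, purified enzyme; Quantity: enzyme 0.07 U/mL final; Medium: HEPES pH 7.4 buffer with MgCl2 and Tween 20; Dosing: single compound dose of 20 µM, 1% DMSO final; Schedule: 16 min reaction at room temperature; Measured by: red resorufin fluorescence at 544/590 nm excitation/emission.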
TNAP inh no acc: human TNAP enzyme inhibitors, primary screen, biochemical, luminescent, no phosphate acceptor, uHTS | inhibition, % at 20 µM | Alkaline phosphatase, tissue-nonspecific isozyme (Homo sapiens), P05186 | 200,000 compounds, 0.26% hits | purified TNAP, CDP-star luminescence, 30 min | AID 1012, 2008;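 active means tissue-nonspecific alkaline phosphatase inhibition above about 50% at 20 µM in the single-dose screen, limit read from the data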;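 further: 0% = DMSO negative control and 100% = EDTA positive control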
bIAP inh: bovine intestinal alkaline phosphatase inhibitors, primary screen, selectivity assay for TNAP inhibitor project, biochemical, bovine IAP, CDP-star luminescence | alkaline phosphatase, intestinal [Bos taurus] | purified bovine IAP, 30 min | inhibition, % at 20 µM | 190,000 tested, under 10 active | AID 1019, 2008;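 active means over 50% inhibition of intestinal alkaline phosphatase at 20 µM in the single-dose screen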
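System: Purified bovine intestinal alkaline phosphatase (IAP) enzyme | Input: IAP diluted 1/65,000,000 in the well | Also added: CDP-star chemiluminescent phosphatase substrate, 30 µM final | Dosing: 20 µM single dose | Times: Enzyme reaction for 30 min at room temperature | Detection: Luminescence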
TNAP inh hi DEA: human TNAP enzyme inhibitors, primary screen, biochemical, luminescent, high phosphate acceptor level, uHTS; inhibition, % at 20 µM; purified TNAP, CDP-star luminescence, 1 M DEA; 200,000 compounds, 0.03% hits; AID 1135, 2008; Alkaline phosphatase, tissue-nonspecific isozyme (Homo sapiens), P05186;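 active means over 50% inhibition of tissue-nonspecific alkaline phosphatase at 20 µM in the single-dose screen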;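 further: plate controls were DMSO wells for no effect and EDTA-quenched wells as full inhibition for full effect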
PMI act hi M6P: human PMI activators, high substrate, primary screen, biochemical, fluorescence intensity, near-saturating mannose 6-phosphate | Mannose-6-phosphate isomerase (Homo sapiens), P34949 | coupled PMI enzyme assay, resazurin fluorescence, 20 min; active compounds read high; 1 = untreated enzyme, 0 = substrate-free blank | activation factor at 20 µM | 190,000 compounds, 0.34% hits;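 active means activation factor of 2 or more at 20 µM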
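test system = human PMI in coupled enzyme assay | medium = HEPES-buffered pH 7.4 with magnesium and detergent | also added = 1.0 mM mannose-6-phosphate substrate with 0.22 mM NADP+ | compound = 20 µM single dose | times = 20 min incubation at room temperature | measured by = resorufin fluorescence (Ex 544/Em 590 nm) from resazurin via diaphorase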
Numbers without * were called inactive; . = not tested or not shown.

SMILES | L major viab | PMI act | Diaph inh CS | bIAP activator | TNAP act hiacc | Diaphorase act | TNAP inh no acc | bIAP inh | TNAP inh hi DEA | PMI act hi M6P
O=C(CNC(=O)c1ccco1)OCC(=O)c1ccc(Cl)cc1Cl | -20 | . | . | 0.9 | 1 | . | -10 | 5 | -5 | .
O=C(Nc1ccccn1)c1cc2ccccc2o1 | -6 | 1.1 | 12 | 0.9 | 1.1 | 0.9 | -15 | 10 | -5 | 1.1
O=C(CCC(=O)OC(C(=O)c1ccccc1)c1ccccc1)Nc1ccccc1 (stereo unspecified) | -3 | 1.1 | 1 | 0.9 | 1.1 | 1 | -6 | 8 | -11 | 1.1
Cc1[nH]c2ccccc2c1C(=O)CSC(=S)N1CCCCC1 | 7 | 0.9 | 21 | 1.1 | 1 | 0.8 | -4 | -7 | 1 | 0.8
O=C(NCC1CCCO1)c1onc(CSc2ccccc2)c1C(=O)O (stereo unspecified) | -7 | 1 | 4 | 1 | 1.1 | 1 | -12 | 1 | -5 | 1.1
Cc1ccccc1C(=O)Nc1ccc2c(c1)OCO2 | -3 | 0.9 | 12 | 1 | 1 | 0.9 | -5 | 2 | -1 | 0.9
O=C1CCCC2=C1C(c1ccncc1)c1c(nc(SCc3ccccc3)[nH]c1=O)N2 (stereo unspecified) | -12 | 1 | 23 | 1 | 1 | 0.8 | -5 | 1 | -2 | 1
CCN(CC)c1ccc(/C=N/NC(=O)c2c(Cl)cnn2C)c(O)c1 | 99* | 1.1 | 9 | 1 | 0.9 | 0.9 | -43 | 5 | 12 | 1.1
CCOC(=O)C(Cc1ccccc1)C(=O)Nc1cccc2ccccc12 (stereo unspecified) | 8 | 0.9 | 13 | 0.9 | 1 | 0.9 | -12 | 10 | -2 | 0.9
COc1ccccc1C(=O)N1CCN(C(=O)COc2cccc(C)c2)CC1 | -3 | 1 | 8 | 1.1 | 1 | 0.9 | -10 | -11 | -1 | 1
CCOc1cccc(N2C(=O)CC(NCc3ccc(S(N)(=O)=O)cc3)C2=O)c1 (stereo unspecified) | -3 | 1 | 10 | 1 | 1 | 0.9 | -6 | -4 | -2 | 1
O=C(c1ccccc1)[C@H]1CC=CC[C@H]1C(=O)O | -8 | 1 | 4 | 0.9 | 1 | 1 | -4 | 10 | 0 | 1
COc1ccccc1OCCOc1ccc(C(=O)c2ccccc2)cc1 | 4 | 0.9 | 21 | 0.9 | 1 | 0.8 | -9 | 10 | 0 | 0.9
COc1ccc(-c2noc(CCC(=O)NCCCN3CCC(C)CC3)n2)cc1 | 5 | 1 | 7 | 1 | 1 | 0.9 | 0 | -4 | -4 | 1.1
O=C(c1cc2ccccc2o1)N1CCN=C1SCc1cccnc1 | 5 | 1.1 | 9 | 0.9 | 1 | 0.9 | 4 | 6 | -1 | 1

Quoted from above (4 entries):
SMILES | L major viab | PMI act | Diaph inh CS | bIAP activator | TNAP act hiacc | Diaphorase act | TNAP inh no acc | bIAP inh | TNAP inh hi DEA | PMI act hi M6P
O=C(c1ccccc1)[C@H]1CC=CC[C@H]1C(=O)O | -8 | 1 | 4 | 0.9 | 1 | 1 | -4 | 10 | 0 | 1
COc1ccccc1OCCOc1ccc(C(=O)c2ccccc2)cc1 | 4 | 0.9 | 21 | 0.9 | 1 | 0.8 | -9 | 10 | 0 | 0.9
COc1ccc(-c2noc(CCC(=O)NCCCN3CCC(C)CC3)n2)cc1 | 5 | 1 | 7 | 1 | 1 | 0.9 | 0 | -4 | -4 | 1.1
O=C(c1cc2ccccc2o1)N1CCN=C1SCc1cccnc1 | 5 | 1.1 | 9 | 0.9 | 1 | 0.9 | 4 | 6 | -1 | 1

More compounds.
SMILES | L major viab | PMI act | Diaph inh CS | bIAP activator | TNAP act hiacc | Diaphorase act | TNAP inh no acc | bIAP inh | TNAP inh hi DEA | PMI act hi M6P
COC(=O)c1cccc(S(=O)(=O)N2CCCCC2)c1 | -6 | 1 | 13 | 0.9 | 1 | 0.9 | -5 | 9 | -3 | 1
Cc1nc(C)c(C(=O)NCCC(c2ccccc2)c2ccccc2)o1 | -2 | 1 | 14 | 1.1 | 1 | 0.9 | -14 | -9 | -2 | 1
CN(C)c1ccc(NC(=O)COC(=O)CCC(=O)c2ccc(F)cc2)cc1 | -13 | 0.9 | 0 | 0.9 | 1.1 | 1 | 0 | 12 | -8 | 0.9
CCCN1C(=O)c2cc(C(=O)Nc3ccc(OC)cc3OC)ccc2C1Nc1ccc(OC)cc1OC (stereo unspecified) | 11 | 0.8 | 17 | 1.1 | 1 | 0.8 | -8 | -6 | -4 | 0.8
COc1cc(NC(=O)CCC2CCCC2)cc(-n2cnnn2)c1 | -3 | 1 | 7 | 0.9 | 1 | 0.9 | -8 | 8 | -4 | 1
Cn1c(SCC(=O)N2CCN(S(=O)(=O)c3ccccc3)CC2)nc2ccccc21 | 2 | 1.1 | 9 | 1 | 1 | 0.9 | -3 | -4 | 5 | 1
CC(=O)Nc1ccc2c(CSc3nnc(-c4cccnc4)n3-c3ccc(C)cc3C)cc(=O)oc2c1 | 57* | 1.2 | 28 | 1 | 1 | 0.7 | -5 | 1 | 0 | 1.3
O=C1Nc2cc3c(cc2Sc2ccccc21)OCCO3 | -9 | 0.9 | 16 | 1 | 1 | 0.8 | -2 | 4 | 0 | 0.9
Cc1cc(N2CC(C(=O)O)CC2=O)ccc1Br (stereo unspecified) | -1 | 0.9 | 19 | 1 | 1.1 | 0.8 | -11 | -4 | -7 | 0.9
CCC1CCCCN1C(=O)Cn1c(=O)oc2ccccc21 (stereo unspecified) | -5 | 0.9 | 24 | 0.9 | 1.1 | 0.8 | -18 | 6 | -7 | 0.9
COc1cc(/C=N/Nc2nc(Nc3ccc(C)cc3)nc(-n3nc(C)cc3C)n2)cc(OC)c1OC | 100* | 1 | -16 | 1.2 | 1 | 1.2 | -8 | -21 | -1 | 1
COc1ccc(NC(=O)c2ccc(Oc3ncccn3)cc2)cc1 | 0 | 1 | 6 | 1 | 1 | 0.9 | -11 | 4 | -5 | 1
Cc1ccc(NC(=O)Cc2ccc3c(c2)CCCC3)cc1C | 1 | 0.8 | 33 | 0.7 | 1 | 0.7 | -15 | 30 | -4 | 0.8
COc1cc(OC)c(OC)cc1CNCCSc1nnnn1C | 1 | 1 | 10 | 1.1 | 1.1 | 0.9 | -4 | -15 | -6 | 0.8
COC(=O)CSc1nnc(C2COc3ccccc3O2)n1-c1ccccc1 (stereo unspecified) | -2 | 0.9 | 9 | 1 | 1 | 0.9 | -6 | 3 | -1 | 0.9
O=C(Nc1ccccc1)c1cccnc1N1CCCC1 | -3 | 1 | 5 | 1 | 1 | 0.9 | -12 | 0 | -4 | 1
Cc1cccc(OCC(=O)N2CCN(C(=O)CCC3CCCC3)CC2)c1 | -3 | 1.1 | 12 | 1.1 | 1.1 | 0.9 | -11 | -6 | -8 | 0.9
COc1cc([N+](=O)[O-])ccc1NC(=O)CCCOc1cccc(C)c1C | -3 | 0.9 | 15 | 0.6 | 1 | 0.9 | -89 | 38 | -2 | 0.9
CCCC(=O)NNC(=O)c1c(O)c2ccccc2[nH]c1=O | -2 | 0.9 | 8 | 1.1 | 1 | 0.9 | -37 | -8 | 1 | 0.9
Cc1ccc(C)c(N(CC(=O)NN=C2CCCCCCC2)S(C)(=O)=O)c1 | -2 | 1 | -3 | 1.1 | 1 | 1 | 3 | -6 | -5 | 0.9
Cc1ccc(N2C(=O)CC(n3nc(C)cc3C)C2=O)cc1 (stereo unspecified) | -5 | 1.1 | 1 | 0.9 | 1.1 | 1 | -15 | 7 | -6 | 1
CC(C)(Nc1ccccc1)C(=O)c1ccccc1 | 1 | 1.1 | 8 | 1.3 | 1.1 | 0.9 | 1 | -33 | -6 | 1.1
Cc1ccc2nc(-c3ccc(NC(=O)CCN4C(=O)c5ccccc5C4=O)cc3)sc2c1 | 11 | 1.1 | -8 | 1 | 1 | 1.1 | 1 | -2 | -1 | 1.2
C=CCn1c(-c2ccc([N+](=O)[O-])cc2)n[nH]c1=S | 41 | 1 | 18 | 0.8 | 1 | 0.8 | 4 | 24 | -2 | 1
NS(=O)(=O)c1ccc(CCNC(=O)CN2CCCCC2)cc1 | -8 | 1.1 | 0 | 1 | 1.1 | 1 | -4 | 1 | -6 | 1.1
Cc1cc(N/N=C/c2ccccc2O)nc(-c2ccccc2O)n1 | 53* | 0.6 | 20 | 0.8 | 1 | 0.8 | -129 | 17 | 1 | 0.5
Cc1cc(OCC(=O)NCCN2CCOCC2)ccc1Br | 41 | 1 | 14 | 1 | 1.1 | 0.9 | -14 | 4 | -6 | 0.9
CC(=O)Oc1ccc(C(=O)Nc2cc(C)ccc2NC(=O)COc2ccccc2)cc1 | 18 | 0.9 | 5 | 1 | 1 | 0.9 | -3 | -4 | 2 | 1
O=C(COC(=O)Cn1cnc2ccccc21)NCCC1=CCCCC1 | 11 | 1 | 11 | 0.9 | 1.1 | 0.9 | -9 | 12 | -6 | 1.1
Cc1nc(NC(=O)C2CC2)sc1C(=O)N(C)C | 0 | 1.1 | -5 | 1.1 | 1 | 1.1 | -11 | -14 | -2 | 1
Cn1cnnc1SCC(=O)Nc1ccc(S(=O)(=O)N2CCCC2)cc1 | -4 | 0.9 | 12 | 0.9 | 1 | 0.9 | -7 | 15 | -3 | 0.9
Cc1cc(C)cc(NC(=O)CSc2ccccc2)c1 | 2 | 0.9 | 4 | 1 | 1 | 1 | -7 | 1 | -3 | 1
Cn1c(=NC(=O)c2ccc(S(=O)(=O)N3CCCc4ccccc43)cc2)sc2cc(S(C)(=O)=O)ccc21 | 99* | 0.9 | 11 | 0.9 | 1 | 0.9 | 2 | 5 | 4 | 0.9

Compound activity (PubChem)
